Bioassay records (PubChem BioAssay)
APOBEC3A inh: blocks human APOBEC3A ssDNA deamination | hit rate 0.41% among 330,000 | inhibition, % at 20 µM | recombinant A3A, FAM/TAMRA ssDNA deamination fluorescence | AID 493011;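 active means at least 40% inhibition at 20 µM here, with at most 30% in a related deaminase screen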;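 further: plate controls were A3A with DMSO for no effect and wells lacking A3A enzyme for full effect; some results filed as inactive read as strong as hits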
Target sequence (P31941 whole entry, looked up): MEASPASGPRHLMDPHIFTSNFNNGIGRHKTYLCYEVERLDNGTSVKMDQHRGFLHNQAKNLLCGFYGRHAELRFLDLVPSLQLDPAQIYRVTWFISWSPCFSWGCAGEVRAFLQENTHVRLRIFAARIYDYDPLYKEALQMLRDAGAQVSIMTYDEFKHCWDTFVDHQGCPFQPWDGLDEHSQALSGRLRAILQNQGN
CXCR6 inh: inhibitors of human CXCR6 receptor; inhibition, % at 20 µM; CHO-K1 PathHunter CXCR6 beta-arrestin, luminescence; hit rate 0.36% among 360,000; in the data active means inhibition above about 34%, passing the limit was not always enough;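 further: antagonist mode with CXCL16 agonist at 10 nM final; 0% = 10 nM CXCL16 with DMSO and 100% = unstimulated wells without agonist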
MPTP block: permeability transition pore inhibition; isolated mouse mitochondria, Ca2+ swelling absorbance, 30 min; inhibition, % at 10 µM; hit rate 1.4% among 360,000; AID 602449;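 active means inhibition of 50% or more, scaled per plate between neutral and stimulator controls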;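 further: 0% = DMSO wells given calcium and 100% = 1 mM EGTA wells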
CCR6 antagonist: blocks CCL20-driven beta-arrestin recruitment at human CCR6. CHO-K1 CCR6 PathHunter beta-arrestin, luminescence, CCL20-stimulated. P51684. inhibition, % at 20 µM. hit rate 0.49% among 340,000;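 active means compounds whose inhibition of the agonist-driven luminescence signal at 20 µM reaches about 50%, limit read from the data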;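 further: cells stimulated with CCL20 at 14 nM final; plate controls were DMSO with CCL20 for no effect and DMSO without agonist for full effect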
Target sequence (P51684 whole entry, looked up): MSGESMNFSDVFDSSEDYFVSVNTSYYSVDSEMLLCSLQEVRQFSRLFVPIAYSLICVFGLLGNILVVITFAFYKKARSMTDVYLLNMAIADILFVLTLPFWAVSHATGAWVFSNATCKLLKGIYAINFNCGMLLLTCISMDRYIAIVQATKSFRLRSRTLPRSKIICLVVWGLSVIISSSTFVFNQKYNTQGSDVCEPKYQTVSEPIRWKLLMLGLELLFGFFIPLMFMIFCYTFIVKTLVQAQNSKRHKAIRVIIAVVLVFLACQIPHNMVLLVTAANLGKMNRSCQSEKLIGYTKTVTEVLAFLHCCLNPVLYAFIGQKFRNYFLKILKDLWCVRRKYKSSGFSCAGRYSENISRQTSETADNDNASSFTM
APOBEC3G inh: blocks human APOBEC3G single-stranded DNA deamination; recombinant A3G, ssDNA deamination FAM/TAMRA fluorescence; hit rate 0.28% among 330,000; inhibition, % at 20 µM;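 active means inhibition of at least 40% at 20 µM, with no more than 30% in the related APOBEC3A deaminase screen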;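 further: plate controls were DMSO wells with A3G for no effect and wells lacking A3G enzyme for full effect; some compounds called inactive have numbers as strong as hits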
Gli-Sufu antag: Gli-Sufu pathway antagonism. hit rate 0.74% among 340,000. inhibition, % at 5 µM. Sufu-KO-LIGHT fibroblasts, Gli luciferase reporter luminescence;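 active means inhibition above about 55%, limit read from the data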;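 further: 0% = DMSO-treated cells and 100% = wells with medium but no cells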
EBI2 antag: antagonists of human EBI2 receptor. P32249. EBI2 beta-arrestin recruitment, luminescence, 7a,25-OHC stimulated. inhibition, % at 5 µM. hit rate 0.81% among 360,000; in the data active means inhibition above about 38%;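 further: enzyme fragment complementation signal reports receptor beta-arrestin coupling in cells; 0% = agonist plus DMSO wells and 100% = wells without agonist; some results beyond the cut were filed as inactive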
Target sequence (P32249 whole entry, looked up, the tested form may be a part): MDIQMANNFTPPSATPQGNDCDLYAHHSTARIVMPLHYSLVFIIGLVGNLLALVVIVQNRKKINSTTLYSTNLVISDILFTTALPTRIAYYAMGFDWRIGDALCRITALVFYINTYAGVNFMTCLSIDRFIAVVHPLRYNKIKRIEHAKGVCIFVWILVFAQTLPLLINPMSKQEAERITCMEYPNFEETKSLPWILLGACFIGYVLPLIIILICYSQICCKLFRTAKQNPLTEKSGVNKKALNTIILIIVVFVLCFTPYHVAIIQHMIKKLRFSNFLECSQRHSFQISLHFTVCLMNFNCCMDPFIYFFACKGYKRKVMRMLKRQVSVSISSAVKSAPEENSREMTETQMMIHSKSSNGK
NR3A LBD binder: NR3A (human) ligand-binding domain modulation; NR3A LBD differential scanning fluorimetry, Tm shift; 0% = protein alone, 100% = glycine-bound protein; Tm shift relative to glycine control, % at 25 µM; hit rate 2.5% among 340,000; AID 1259313;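 active means melting temperature shift of at least 10% of the positive control shift, at one fixed dose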
* marks the source's active call; other numbers are inactive results; · = no result given. Rows are unselected; overall some 5.8% were active at least once.

Every second line gives: APOBEC3A inh | CXCR6 inh | MPTP block | CCR6 antagonist | APOBEC3G inh | Gli-Sufu antag | EBI2 antag | NR3A LBD binder
O=C1CCC(C(=O)OCC(=O)N2N=C3/C(=C/c4ccccc4)CCCC3C2c2ccccc2)N1 (centres undefined)
    1 | 8 | 9.3 | 25 | -2 | 9 | 7 | -4
COc1ccc(CCNC(=O)C2CCC(=O)N(C3CCCCCC3)C2)cc1 (centres undefined)
    -3 | 14 | -0.9 | 14 | -10 | -7 | -6 | -2
CN1C(=O)c2ccc(C(=O)Nc3cccnc3)cc2C1=O
    0 | -1 | 0.5 | 3 | -7 | -1 | -2 | 1
N=c1c2c(-c3ccccc3)c(-c3ccccc3)oc2ncn1CCN1CCOCC1
    -6 | 4 | 0.0 | 9 | -9 | 17 | 23 | -2
COc1ccc(CN2CCOCCOCCOCC2)cc1
    -3 | -9 | -2.1 | 4 | 3 | 4 | 4 | 3
CC(C)C(OC(=O)c1ccco1)C(=O)NCc1cccs1 (centres undefined)
    -3 | 1 | -0.7 | 6 | -4 | 5 | 2 | 1
CCc1nnc(NC(=O)c2ccc(S(=O)(=O)NCC(C)C)cc2)s1
    -4 | -1 | 4.2 | 11 | -8 | -8 | -8 | 5
CCOc1ccccc1CN1CCC(N2CCC(C(=O)NC3CC3)CC2)CC1
    -1 | 3 | -2.0 | 4 | -3 | -11 | -3 | -1
COC(=O)c1ccc(CNC(=O)c2ccc(COc3ccccc3)cc2)cc1
    0 | 8 | 0.2 | 6 | -4 | -2 | 8 | -2
O=C(Nc1ccccc1N1CCCCC1)C1CCN(S(=O)(=O)c2cccc(C(F)(F)F)c2)CC1
    3 | 4 | 2.0 | 7 | -11 | 12 | 5 | 2
C#CCOC(=O)Nc1ccc(=O)n(Cc2c(Cl)cccc2Cl)c1
    0 | 5 | 6.0 | -4 | -5 | 5 | -3 | 1
Cc1cc(C)c(SCCc2ccncc2)c(C)c1
    -1 | -9 | 91* | 2 | -6 | 50 | 19 | 4
CON(C)S(=O)(=O)NC(=O)C1=C(N2CCCC2)COC1=O
    -7 | -3 | -1.0 | -7 | -13 | -5 | -14 | 2
COc1ccc(OCc2nnc(SCC(=O)NCc3ccco3)o2)cc1
    -4 | 2 | -0.2 | -2 | -4 | 7 | -11 | -2
O=C(O)C1C2C=CC(C2)C1C(=O)NCc1ccc(Cl)cc1Cl (centres undefined)
    -7 | 3 | 0.5 | -1 | -2 | -6 | -6 | -2
Cc1ccc(S(=O)(=O)Nc2cccnc2)cc1C
    -2 | -14 | 1.7 | -5 | -1 | 13 | -3 | 4
CC(=O)Nc1nc(-c2cccc3ccccc23)cs1
    -8 | -6 | 4.9 | -6 | -6 | -17 | 10 | 0
c1ccc(-c2cnc(CSc3ncnc4sccc34)o2)cc1
    7 | 3 | 0.4 | 5 | 0 | -4 | -5 | 1
Cn1c(CNC(=O)C2CCCCC2)cc2ccccc21
    -2 | 2 | 1.3 | 4 | 1 | 6 | 5 | -1
O=C(Nc1ccc(O)cc1)/C(=C\C=C\c1ccccc1)NC(=O)c1ccccc1
    -1 | 4 | 2.5 | 5 | -3 | 5 | -5 | 27*
COc1ccc(N2C(=O)CC(NNc3nc4ccccc4s3)C2=O)cc1 (centres undefined)
    2 | -3 | 1.4 | 5 | -4 | 9 | -10 | 4
Cc1ccc(N2CC(C(=O)Nc3ccc(N(C)C)cc3)CC2=O)cc1C (centres undefined)
    -5 | -16 | 1.3 | -2 | -15 | -1 | 9 | -2
O=C(c1cc(COc2ccc(F)cc2F)on1)N1CCN(C2CCCC2)C(=O)C1
    -4 | -1 | -0.2 | -9 | -5 | 1 | 0 | 2
CCOCCOC(=O)CCSc1n[nH]c(=O)[nH]c1=O
    -1 | 5 | 0.3 | 1 | -8 | 6 | -19 | 0
CC(=O)Nc1ccc(C(=O)CSc2nnc(-c3ccc(O)cc3)n2CC2CCCO2)cc1 (centres undefined)
    -3 | -2 | -0.1 | 6 | -3 | 3 | -2 | -1
CN(CC(=O)Nc1ccccc1Br)C(=O)CCSc1ccc(F)cc1
    1 | -2 | -0.6 | 11 | -7 | -4 | 4 | 1
COc1cccc(-c2c(NC(=O)c3ccco3)oc3ccc(Cl)cc3c2=O)c1
    -4 | 3 | -1.7 | 20 | -3 | -4 | -3 | -3
CCOC(=O)C1C(=O)NC(N2CCc3ccccc32)=NC1c1ccccc1 (centres undefined)
    6 | 3 | -0.6 | 12 | 12 | 5 | 0 | -3
O=C(NC1CCCCC1)c1cc(N2C(=O)CCC2=O)ccc1Cl
    5 | -1 | -1.0 | 12 | -4 | -7 | 0 | 1
CN(C)S(=O)(=O)c1ccc(C(=O)NC2CCCc3ccccc32)cc1 (centres undefined)
    -2 | 2 | -1.8 | -1 | -4 | -1 | -5 | 1
O=C(CSc1nc2c(cnn2-c2cccc(Cl)c2)c(=O)[nH]1)NCC1CCCO1 (centres undefined)
    -1 | -3 | 0.3 | 1 | -6 | -1 | 0 | 4
CN(Cc1ccc(C(C)(C)C)cc1)C(=O)Cc1ccc(S(=O)(=O)N2CCOCC2)s1
    -2 | -3 | -0.4 | 4 | -3 | 4 | 9 | 1
CC(=O)c1ccc(N2CCN(C(=O)C3CCC3)CC2)cc1
    -4 | -4 | -1.4 | -13 | -6 | -6 | -13 | 0
CSCCn1c(C(C)(C)C)cc(C(=O)O)c1C
    -10 | 0 | 0.4 | 17 | 0 | -4 | -10 | 2
Cc1cc(C)c(NC(=O)Nc2ccccc2C)c(Cl)c1
    -1 | 4 | 2.3 | 7 | -6 | 0 | 0 | -1
CN(C)S(=O)(=O)c1ccc(S(=O)(=O)NCCN2CCOCC2)cc1
    -6 | -4 | 0.6 | 3 | -9 | · | 6 | 1
CCOC(=O)C1=C(N)n2c(s/c(=C\c3cccnc3)c2=O)=C(C(=O)OC)C1c1cccnc1 (centres undefined)
    0 | 9 | 0.6 | -5 | -3 | -10 | 38 | 3
Cc1cc(C)nc(SCC(=O)c2ccc(O)cc2O)n1
    -5 | 2 | 0.8 | 12 | -8 | 7 | -1 | 2
O=C(Nc1nnc(C2CC2)s1)c1ccc(Cl)nc1
    -2 | -4 | 2.8 | 1 | -6 | -50 | -1 | 1
CCc1ccc2c(c1)C(c1cccs1)=NNC(c1cccnc1)=N2
    -3 | -12 | 1.5 | 10 | -4 | 9 | 2 | 1
O=C(Nc1ccc(F)c(Cl)c1)C1CCCC1
    -3 | 3 | 8.2 | 13 | -6 | 2 | 6 | -2
O=C(Nc1ccnc(-c2cccnc2)n1)c1cccc(Cl)c1Cl
    4 | -5 | 2.8 | -24 | 3 | 20 | 0 | -2
Cc1cc(N2CC(C(=O)NCc3cccs3)CC2=O)ccc1C(C)C (centres undefined)
    0 | -13 | -1.8 | -12 | -2 | -10 | -1 | 1
COC(=O)COc1ccc(C(c2c(C)[nH][nH]c2=O)c2c(C)[nH][nH]c2=O)cc1
    -7 | 4 | 1.1 | 20 | -4 | 11 | 6 | 1
C(=N\N1CCN(Cc2cccc3ccccc23)CC1)/c1ccco1
    -8 | -6 | 1.5 | 16 | -3 | -32 | 21 | -1
Cc1ccc(CNC(=O)C2CCN(c3nnc(N4CCCC4=O)s3)CC2)cc1
    -8 | 2 | -2.4 | 5 | -8 | 0 | -2 | 3
Nc1nnc(SCC(=O)N2CCN(Cc3ccccc3)CC2)s1
    64* | 1 | -0.7 | -7 | 20 | 3 | -19 | -6
O=C(c1ccc(Cl)c(S(=O)(=O)N2CCCC2)c1)N1CCN(c2ccccc2F)CC1
    -5 | 1 | -2.0 | 5 | -7 | 5 | 5 | -2
COC(CNC(=O)C1CCCCC1C(=O)O)OC (centres undefined)
    -2 | 3 | -0.3 | 1 | -2 | 3 | -3 | -3
Cc1ccc(S(=O)(=O)Oc2cccc(/C=N/Nc3ccc(C(=O)O)cc3)c2)cc1
    -3 | -10 | 3.6 | 12 | -7 | 5 | -2 | -7
CCc1ccccc1NC(=O)Cn1c(=O)n(-c2ccc(CC(=O)NCC3CCCO3)cc2)c(=O)c2ccccc21 (centres undefined)
    -2 | -1 | 1.1 | 9 | -7 | -3 | 8 | 0
Oc1ccccc1-c1nnc(-c2ccc(C(F)(F)F)cc2)o1
    -2 | 3 | -1.3 | 12 | -9 | 33 | -6 | 1
Cn1c(C(=O)N[C@@H](Cc2ccccc2)C(=O)O)cc2cc(F)ccc21
    -1 | 5 | -1.3 | 17 | 43* | 5 | -3 | -1
CCn1c2ccccc2c2cc(NC(=O)C/C(C)=N/NC(=O)c3ccccc3N)ccc21
    -9 | -7 | 0.9 | -3 | -9 | 25 | 5 | 0
CC(C)CC(c1nnnn1Cc1ccc2c(c1)OCO2)N1CCC(C(N)=O)CC1 (centres undefined)
    3 | 1 | 0.2 | 7 | -4 | 3 | -3 | 0
O=C(Nc1ccc(S(=O)(=O)N2CCCC2)cc1)C1CCCCC1
    -1 | -9 | 1.0 | 7 | -3 | -5 | -7 | 2
COc1ccc(O)c(C(=O)CC(=O)c2cccnc2)c1
    · | 8 | -3.5 | 2 | · | -64 | 4 | 0
O=C(CCc1ccccc1)Nc1cc2c(cc1C(=O)O)OCCCO2
    -3 | 6 | -1.6 | 3 | -7 | 3 | -1 | 3
COc1ccccc1N1CCN(C(=O)C2C3C=CC4(CN(Cc5ccccc5Cl)C(=O)C24)O3)CC1 (centres undefined)
    0 | -4 | 1.2 | -2 | -1 | 8 | 0 | 2
CCOC(=O)c1cnc(C(C)(C)C)[nH]c1=O
    -1 | -1 | -0.3 | -11 | -2 | -2 | 2 | 0

Next part.
Every second line gives: APOBEC3A inh | CXCR6 inh | MPTP block | CCR6 antagonist | APOBEC3G inh | Gli-Sufu antag | EBI2 antag | NR3A LBD binder
COc1cccc(/C=N/NC(=O)CNC(=O)c2ccc(S(=O)(=O)N3CCCC3)cc2)c1OC
    -1 | -10 | 1.4 | 9 | -2 | 0 | 11 | -1
C=C(C)CN(CC)c1nc(N)c(C#N)c(CC#N)c1C#N
    0 | -5 | 2.3 | -20 | -8 | 1 | 0 | 0
CC1(c2ccc([N+](=O)[O-])cc2)NC(=O)N(CC(=O)Nc2cccnc2Cl)C1=O (centres undefined)
    13 | -14 | -0.3 | -6 | -3 | -4 | -8 | 0
CCN(CC)S(=O)(=O)c1cccc(C(=O)NCC2CCCO2)c1 (centres undefined)
    1 | -8 | -1.3 | -7 | -2 | -3 | -1 | 0
CN1C(=O)/C(=N/OC(=O)c2ccccc2)c2ccccc21
    -1 | 40* | -1.0 | 44 | -2 | 6 | -9 | -3
O=C(CCl)N1CCN(S(=O)(=O)c2ccc3c(c2)CCC3)CC1
    0 | -14 | -0.8 | -18 | -8 | 6 | -2 | 0
CCOC(=O)C1(Cc2ccc(Cl)cc2)CCN(Cc2ccon2)CC1
    0 | 70* | 5.4 | 4 | -2 | 11 | -12 | -2
CCC(C)(C)NC(=O)C(c1ccco1)N(C(=O)CNC(=O)c1cccs1)c1cccnc1 (centres undefined)
    2 | 4 | -1.1 | 3 | 0 | -17 | 0 | -1
CCOc1ccccc1N1CCN(CC(=O)N(CC(C)C)c2c(N)n(CC(C)C)c(=O)[nH]c2=O)CC1
    1 | -7 | 0.3 | 0 | -6 | 6 | 7 | 1
CCOC(=O)c1c(NC(=O)C(C)S(=O)(=O)c2cn(CC)c3ccccc23)sc2c1CCCC2 (centres undefined)
    -4 | 4 | 1.6 | 6 | -1 | 10 | 10 | -1
c1cc2c3c(cccc3c1)NC1(CCCCC1)N2
    -5 | 14 | 1.5 | 15 | -3 | 0 | 6 | 6
